CRFBP-R2 agonist – CRF-BP/CRF-R2 complex agonism | HEK293 CRF-R2/CRF-BP, calcium dye fluorescence (FLIPR); percent of saturating CRF peptide response | activation, % at 13.2 µM | actives 0.46% (n = 350,000) | AID 588473;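 active = activation of at least 50%, plus an integration ratio under a set limit after plate pattern correction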;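 note: plate controls were neutral control wells without compound for no effect and CRF at EC100 for full effect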
M5 antag – CHRM5 antagonism in calcium assay; CHO-hM5 cells, Fluo-8 calcium fluorescence, ACh EC80; inhibition, % at 3 µM; actives 0.59% (n = 360,000); AID 624040;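 active = inhibition above a per-plate cutoff, the mean of that plate's test compounds plus 3 SD, cut at about 27% in these data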;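 note: 0% = acetylcholine EC80 with DMSO and 100% = DMSO without agonist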
Target sequence (P08912 whole entry, looked up): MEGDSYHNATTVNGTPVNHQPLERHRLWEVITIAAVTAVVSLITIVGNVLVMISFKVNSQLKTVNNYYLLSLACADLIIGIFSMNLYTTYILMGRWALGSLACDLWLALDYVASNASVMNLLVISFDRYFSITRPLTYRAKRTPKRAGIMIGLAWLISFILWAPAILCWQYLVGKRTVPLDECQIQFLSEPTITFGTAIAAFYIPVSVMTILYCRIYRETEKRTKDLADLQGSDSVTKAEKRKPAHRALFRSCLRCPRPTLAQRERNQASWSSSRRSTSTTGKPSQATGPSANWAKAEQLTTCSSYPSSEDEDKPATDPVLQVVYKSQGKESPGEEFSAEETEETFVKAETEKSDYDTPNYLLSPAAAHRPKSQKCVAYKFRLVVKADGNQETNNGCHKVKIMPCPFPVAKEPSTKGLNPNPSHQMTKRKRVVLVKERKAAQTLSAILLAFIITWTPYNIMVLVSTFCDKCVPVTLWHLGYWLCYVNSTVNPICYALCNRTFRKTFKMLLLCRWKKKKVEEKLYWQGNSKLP
M4 PAM – CHRM4 positive allosteric modulation | activation, % at 3 µM | CHO-K1 hM4/Gqi5, Fluo-8 calcium fluorescence, ACh EC20; 0% = ACh EC20, 100% = maximal ACh | actives 0.4% (n = 360,000) | P08173;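 active = activation above its plate's cutoff, the mean activation of sample wells plus 3 SD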; note: some results filed as inactive read as strong as hits
Target sequence (P08173 whole entry, looked up): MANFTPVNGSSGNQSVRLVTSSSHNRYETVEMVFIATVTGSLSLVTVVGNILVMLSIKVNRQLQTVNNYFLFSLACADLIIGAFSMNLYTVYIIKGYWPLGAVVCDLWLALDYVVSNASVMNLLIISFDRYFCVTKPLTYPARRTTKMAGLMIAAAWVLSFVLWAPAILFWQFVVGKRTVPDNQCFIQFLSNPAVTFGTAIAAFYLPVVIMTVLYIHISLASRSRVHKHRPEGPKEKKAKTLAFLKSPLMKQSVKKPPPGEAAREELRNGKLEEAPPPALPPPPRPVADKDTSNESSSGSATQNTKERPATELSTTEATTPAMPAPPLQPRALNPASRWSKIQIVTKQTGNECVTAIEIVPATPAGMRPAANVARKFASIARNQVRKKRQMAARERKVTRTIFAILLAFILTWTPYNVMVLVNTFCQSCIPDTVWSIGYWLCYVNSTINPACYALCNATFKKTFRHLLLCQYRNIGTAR
CRFBP-R2 block – blocks CRF-induced signaling of the CRF-BP/CRF-R2 complex; actives 0.59% (n = 350,000); AID 588475; HEK293 CRF-R2/CRF-BP, CRF-induced calcium fluorescence; inhibition, % at 11.8 µM;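 active = inhibition of the ligand-induced calcium signal above about 50% at the single tested concentration, limit read from the data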
CHRM5 PAM – CHRM5 positive allosteric modulation. activation, % at 3 µM. CHO-K1 hM5, Fluo-8 calcium, ACh EC20 PAM; 0% = ACh EC20, 100% = ACh EC100. AID 624038. actives 0.3% (n = 360,000);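 active = activation above the run cutoff, the mean activation of all test compounds plus 3 SD, cut at about 18% in these data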
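Replicates: One well per compound, no replicates | System: Human M5 receptor in CHO-K1 cells | Benchmarks: Low control EC20 acetylcholine (0%), high control EC100 acetylcholine (100%) | Probe or stimulus: Acetylcholine, EC20 level | Times: Fluo-8 loading 80 min at 37 °C plus 30 min room temperature | Signal: Intracellular calcium via Fluo-8 fluorescence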
M4 antag – CHRM4 antagonism in calcium assay. P08173. CHO-hM4 cells, ACh EC80, Fluo-8 calcium fluorescence. inhibition, % at 3 µM. actives 0.73% (n = 360,000);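 active = inhibition above its plate's cutoff, the mean inhibition of sample wells plus 3 SD, cut at about 27% in these data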;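 note: 0% = acetylcholine EC80 with DMSO and 100% = DMSO without agonist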
CHRM4 agonist – CHRM4 agonism in calcium assay; activation, % at 3 µM; actives 0.14% (n = 360,000); P08173; CHO-K1 hM4/Gqi5, Fluo-8 calcium fluorescence; vehicle 0%, full acetylcholine response 100%; AID 624127;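 active = activation above the run mean over all test wells plus 3 SD, cut at about 32% in these data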;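 note: peak over basal fluorescence ratio per well then scaled between controls; 0% = DMSO wells and 100% = acetylcholine at EC100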
IDE cell inh – cellular human IDE inhibition. P14735. HEK cells, FAbetaB cleavage, fluorescence polarization. inhibition, % at 5.59 µM. actives 0.41% (n = 320,000). AID 434962;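 active = percent inhibition above the average of all tested compounds plus 3 SD, set per screening campaign, cut at about 16% in these data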;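 note: IDE supplied by intact live HEK cells; FP after avidin binding of uncleaved biotin substrate so inhibition keeps polarization high; 0% = DMSO wells and 100% = 60 µM reference IDE inhibitor Ii1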
M5 ag – CHRM5 agonism in calcium assay; CHO-K1 hM5 cells, Fluo-8 calcium fluorescence; 0% DMSO wells, 100% maximal acetylcholine response; AID 624037; actives 0.19% (n = 360,000); P08912; activation, % at 3 µM;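 active = activation above the run's mean over test compounds plus 3 SD, cut at about 23% in these data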;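 note: signal is peak over basal fluorescence ratio across the kinetic read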
An asterisk follows results filed as active; x = no result given.

Sequence of screens: CRFBP-R2 agonist, M5 antag, M4 PAM, CRFBP-R2 block, CHRM5 PAM, M4 antag, CHRM4 agonist, IDE cell inh, M5 ag
> COc1ccccc1C=C1SC(=S)NC1=O
 : 2.0, -1.9, 2.6, 12.6, 2.7, -8.7, 0.8, x, 6.0
> CCOC(=O)c1c(S(=O)(=O)N2CCN(C3CCCCC3)CC2)c(C)n(C)c1C
 : -2.4, -4.0, -0.7, -3.2, 4.7, -14.8, 0.8, -3.5, -5.3
> O=C(CSc1n[nH]c(-c2ccncc2)n1)Nc1ccc(Cl)c(C(=O)O)c1
 : 0.1, 10.4, -4.6, -2.7, 3.0, 9.5, 0.7, 0.8, 0.5
> CC(C)Cc1ccc(CN2CCCC(NC(=O)CCN3CCCCC3=O)C2)cc1 (stereo not given)
 : 1.8, -5.1, -2.8, -9.9, 3.0, -13.5, 2.2, 4.7, -1.6
> O=C(c1ccc(C23CC4CC(CC(C4)C2)C3)o1)N1CCOCC1
 : -2.6, -0.2, -3.2, 20.6, -4.0, -9.2, 0.7, 7.5, 3.8
> Cc1ccc(N(CC(=O)NCc2ccccn2)S(=O)(=O)c2ccccc2)cc1C
 : 1.8, -7.9, 1.9, -8.2, 1.6, 0.7, 1.3, 7.8, -1.4
> Cc1ccc(C)n1-c1sc2c(c1C(=O)O)CCCC2
 : 1.2, 1.4, 4.7, -5.6, -1.2, 3.3, 0.4, 3.7, 0.3
> CCn1c(/C=C/c2cc[n+](C)cc2)nc2ccccc21
 : 6.1, 19.6, 5.3, -4.2, -5.6, 2.6, 0.2, -1.2, -5.9
> C[C@@H]1CN([C@@H](C)CO)C(=O)CCCn2nncc2CO[C@@H]1CN(C)C(=O)Nc1ccnc(N2CCOCC2)c1
 : -0.5, -0.7, 8.5, 0.3, 3.6, -5.7, 1.9, x, 0.7
> COc1ccc2[nH]cc(CCNC(=O)C3CC(=O)N(c4ccc(Cl)cc4)C3)c2c1 (stereo not given)
 : -1.7, 18.9, -3.0, 3.8, -3.0, 0.5, 0.8, 4.7, -2.5

Three entries already listed, sorted by molar mass, smallest number first:
Sequence of screens: CRFBP-R2 agonist, M5 antag, M4 PAM, CRFBP-R2 block, CHRM5 PAM, M4 antag, CHRM4 agonist, IDE cell inh, M5 ag
> COc1ccccc1C=C1SC(=S)NC1=O
 : 2.0, -1.9, 2.6, 12.6, 2.7, -8.7, 0.8, x, 6.0
> Cc1ccc(C)n1-c1sc2c(c1C(=O)O)CCCC2
 : 1.2, 1.4, 4.7, -5.6, -1.2, 3.3, 0.4, 3.7, 0.3
> O=C(CSc1n[nH]c(-c2ccncc2)n1)Nc1ccc(Cl)c(C(=O)O)c1
 : 0.1, 10.4, -4.6, -2.7, 3.0, 9.5, 0.7, 0.8, 0.5

The list continues:
Sequence of screens: CRFBP-R2 agonist, M5 antag, M4 PAM, CRFBP-R2 block, CHRM5 PAM, M4 antag, CHRM4 agonist, IDE cell inh, M5 ag
> Clc1ccc(CN(Cc2ccccc2)C(c2cccs2)c2nnnn2C2CCCC2)cc1 (stereo not given)
 : 4.6, -5.5, 3.2, 2.7, -4.8, -0.5, -0.3, 0.5, -7.8
> CCOc1ccc(NC(=O)CCC(=O)Oc2ccc(C)cc2)cc1
 : -0.3, 4.6, -0.9, -8.8, -0.3, 6.7, 0.5, 4.8, -1.4
> COc1ccc(C(=O)NCC(=O)OCC(=O)N2CCN(S(=O)(=O)c3ccccc3)CC2)cc1
 : 3.5, -0.4, 7.7, 9.3, 0.6, -5.4, 0.1, -1.7, 0.0
> O=C(NCCc1ccccn1)c1cccc(S(=O)(=O)N2CCCCCC2)c1
 : -0.8, -1.1, 12.2, -0.1, -2.0, -9.2, 2.7, -1.4, -0.8
> Cn1c(=O)c([N+](=O)[O-])c(NCC(O)c2ccccc2)c2ccccc21 (stereo not given)
 : -0.6, 5.2, 13.3, -1.9, 0.4, -10.4, 5.2, -3.3, -1.5
> CC(OC(=O)COc1ccc(Nc2ccccc2)cc1)C(=O)N(C)c1ccccc1 (stereo not given)
 : -0.3, 9.8, -11.4, 2.4, -18.0, -5.3, 11.2, 8.6, -0.8
> O=C(/C=C/c1ccc(Cl)cc1Cl)c1ccc[nH]1
 : 1.5, -6.1, -6.0, -22.5, 5.1, -7.0, -0.9, 4.7, -4.1
> CCOC(=O)Cn1nc(/C=C/c2ccc(C)cc2)ccc1=O
 : -1.9, 4.9, -2.5, 13.4, -3.1, 8.3, 0.5, -3.5, -3.4
> Cc1nnc(SCC(=O)N2CCCc3ccccc32)[nH]c1=O
 : -1.3, -3.5, 3.7, 5.4, 2.7, 3.8, 0.0, 0.0, 0.1
> CN(C)c1cc(-c2ccc(Br)cc2)oc(=O)c1Cl
 : -1.3, 7.9, -6.9, 4.2, -7.9, 3.1, -0.5, -0.6, -6.3
> O=[N+]([O-])c1ccc(Cl)c2c1C1C=CCC1C(c1ccccn1)N2 (stereo not given)
 : -0.9, 0.1, 9.1, 1.0, -1.0, -8.8, -0.4, -5.4, -1.6
> O=S(=O)(Nc1ncccn1)c1cc(Cl)ccc1Cl
 : -0.7, 11.6, -4.0, 32.4, -6.4, 7.0, 0.2, 3.6, -0.9
> Clc1cccc(COn2c(-c3ccc(Cl)cc3Cl)nc3ncccc32)c1
 : 1.4, 3.6, -13.0, -4.6, -5.6, -6.0, -0.5, 9.0, -6.8
> CCn1ncc(/C=N/N=C2\CCC3C4CCc5cc(O)ccc5C4CCC23C)c1C (stereo not given)
 : 0.9, 3.5, -2.2, -7.2, -0.6, -8.8, 4.5, 0.4, 1.1
> Cc1cc(C)n2nc(SCC(=O)NC3CCCCC3)nc2n1
 : 0.0, -14.1, 0.5, -4.2, 4.2, 5.7, -1.6, 2.1, -2.8
> COc1cccc2c1OCC1COc3c(c(=O)n(C)c(=O)n3C)C21 (stereo not given)
 : -0.5, 3.0, 1.3, 0.9, -5.2, 10.3, 1.2, 0.7, 0.8
> CSc1nc(N(C)C)nc(N2CC(=O)N(CCNS(=O)(=O)c3ccc(C)cc3)C2=N)n1
 : -2.4, -1.6, 2.0, 6.0, 0.7, -1.6, 0.5, 2.0, -1.5
> Cn1nc(-c2ccccc2)cc1NC(=O)c1ccc(Cl)cc1
 : 0.8, 6.8, -2.9, 1.7, -6.4, 1.8, 2.3, 7.0, -7.7
> CC(=O)C[C@H](O)CC(=O)[C@H]1OC(=O)CCCCCCCCc2ccccc21
 : -0.7, 4.1, 7.6, -6.6, 2.0, -1.6, 1.9, 5.3, 3.9
> CCSc1nnc(NC(=O)CSc2nc3c(c(=O)n2C)SC(C)C3)s1 (stereo not given)
 : 0.2, -10.3, 7.4, 5.9, 2.5, -14.2, 0.6, 11.2, 4.0
> CCOc1ccc(C(=O)N2CCN(S(=O)(=O)c3cccs3)CC2)c(OCC)c1
 : 1.8, 6.7, -1.7, -8.9, -0.2, -7.2, 7.8, 3.6, -2.1
> O=S(=O)(c1ccccc1)N1CCCC1c1nc2ccccc2s1 (stereo not given)
 : -1.1, 4.2, 0.5, 1.6, 10.2, -15.2, 2.4, 1.1, -8.6
> COc1ccc(N(CC(=O)Nc2cc(C)on2)S(=O)(=O)c2ccc(Cl)cc2)cc1
 : 2.1, -2.4, 1.3, -5.7, -0.8, 0.2, 0.3, -1.1, -1.9
> CC1CC(C)CN(S(=O)(=O)c2ccc(NC(=O)CN3CCCCCC3)cc2)C1 (stereo not given)
 : 1.1, 3.9, -15.6, -9.3, -6.9, 1.6, 3.7, x, -9.4
> Cc1ccc(-c2nnn(CCC(=O)NC(C)(C)C)n2)cc1
 : -0.2, -7.6, 2.6, -9.3, 2.4, -1.5, 0.7, -5.2, 2.1
> CCN(CC)CC(C(=O)N(CC)CC)P(=O)(c1ccccc1)c1ccccc1 (stereo not given)
 : 0.8, -8.7, 8.2, -4.6, 0.9, -9.5, -0.3, -2.7, -3.1
> C=CCC1(O)C(=O)Nc2ccccc21 (stereo not given)
 : -1.4, 0.6, 10.3, 10.2, 3.2, 1.2, 0.7, 4.8, 0.0
> CN(C(=O)c1ccc(NC(=O)Cc2cccc(NC(=O)C3CCN(C(=O)C4CCCC4)CC3)c2)cc1)C1CC1
 : -1.7, -3.0, 8.1, 1.2, 0.7, -5.9, -0.3, x, 0.3
> COc1cccc(NC(=O)CNC(=O)c2ccc([N+](=O)[O-])cc2)c1
 : -1.3, -3.4, -7.0, 4.6, 11.8, 5.8, 0.6, 0.9, 2.2
> Cc1ccccc1NC(=O)CCC(=O)N/N=C/c1ccc(F)cc1
 : -0.7, 4.1, 24.9*, 2.6, 5.1, -15.3, 4.0, -0.9, -2.6
> COc1cc(C2CC(=O)Oc3ccc(C(C)(C)C)cc32)cc(OC)c1OC (stereo not given)
 : -5.9, -3.7, -1.1, 12.5, -6.2, -13.8, -1.5, x, -2.0
> Cn1c(SCC(=O)OCC(=O)c2ccccc2)nnc1-c1cccs1
 : 1.5, 0.4, -1.5, -1.4, -1.0, -1.8, 1.9, 8.2, -1.0
> N/C(=N\N=C\c1ccnc2ccccc12)SC1CC(=O)N(c2ccc(Br)cc2)C1=O (stereo not given)
 : -1.1, -9.7, 10.2, 8.3, 9.3, 0.8, 0.6, 6.1, 1.7
> Cc1ccc(-c2cccc(NC(=O)C3C(C(=O)O)[C@@H]4C=C[C@H]3C4)c2)o1 (stereo not given in full)
 : 0.7, 5.7, -0.3, -26.1, -7.5, 6.5, 0.9, 1.6, -1.6
> CCCCN1C(=N)N([C@@H](C)CN2CCC[C@H]2CN2C(N)=NC[C@@H]2Cc2ccccc2)C[C@H]1Cc1ccccc1
 : -0.6, 15.4, -15.3, -6.4, -31.0, 40.1*, 1.2, 0.9, -14.0
> COc1ccc([C@@H]2C[C@H]3[C@@H](CN2S(=O)(=O)c2ccccc2)C(=O)C[C@@H](c2ccc(C)cc2)N3S(=O)(=O)c2ccc(C)cc2)cc1
 : 1.5, 3.6, 4.7, 9.1, -8.1, -12.3, 1.6, x, 1.6
> N#CC1(NC(=O)CSc2nnc(C3CC3)n2N)CCCCC1
 : -1.4, -1.4, 8.0, 0.1, -3.6, -30.7, 1.6, x, -1.1
> CCOc1cc(C#N)ccc1OCC(=O)NNC(=O)CC1CCS(=O)(=O)C1 (stereo not given)
 : -0.4, 3.6, -0.2, -13.1, 6.2, 5.1, 1.3, x, 3.0
> CC1CCN(C(=O)CSc2nnc(-c3ccco3)o2)CC1
 : -1.9, -5.7, -4.6, 16.1, 2.1, -8.4, 0.7, 0.6, -0.3
> Cc1nc(Br)c(Br)n1Cc1ccccc1
 : -3.1, 9.4, -2.1, 32.5, -7.5, -6.1, 4.7, x, 3.3
> O=C(CCN1CCN(c2ccccn2)CC1)Nc1ccc(F)cc1
 : 2.1, -3.3, -2.2, -1.7, -4.3, -7.5, 0.5, -0.6, -4.9

Compound activity as filed in PubChem.
